m-calpain inh: blocks pig calpain II enzyme activity. purified calpain II, fluorogenic peptide substrate, 30 min. inhibition, % at 16 µM. actives 0.37% (n = 220,000);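 active means inhibition above about 50%, limit read from the data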
Furin inh: human furin inhibition; P09958; purified furin, fluorogenic substrate cleavage; inhibition, % at 30 µM; actives 0.061% (n = 220,000); in the data active means inhibition above about 25%; further: inactives centre near -15
Target sequence (P09958 108-714 limits assumed): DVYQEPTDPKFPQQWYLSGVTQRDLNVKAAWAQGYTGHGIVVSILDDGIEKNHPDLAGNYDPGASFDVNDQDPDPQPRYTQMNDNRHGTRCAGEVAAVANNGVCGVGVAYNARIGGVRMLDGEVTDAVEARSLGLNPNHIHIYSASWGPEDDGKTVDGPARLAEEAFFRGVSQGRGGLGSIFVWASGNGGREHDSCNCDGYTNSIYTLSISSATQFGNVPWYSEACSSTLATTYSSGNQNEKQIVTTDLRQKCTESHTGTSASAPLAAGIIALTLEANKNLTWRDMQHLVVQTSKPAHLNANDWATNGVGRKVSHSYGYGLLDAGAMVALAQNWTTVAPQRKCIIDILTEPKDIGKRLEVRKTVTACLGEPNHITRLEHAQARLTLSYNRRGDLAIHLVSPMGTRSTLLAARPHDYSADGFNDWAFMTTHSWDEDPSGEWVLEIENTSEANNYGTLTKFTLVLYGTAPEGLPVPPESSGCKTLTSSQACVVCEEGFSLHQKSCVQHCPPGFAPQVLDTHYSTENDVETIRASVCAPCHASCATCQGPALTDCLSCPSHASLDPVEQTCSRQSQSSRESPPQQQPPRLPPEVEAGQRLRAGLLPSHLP
KCC2 mod: KCC2 (human) Cl- transport modulation | actives 2.2% (n = 190,000) | Q9H2X9 | B-score of Tl+ flux slope (higher = more flux/activation; lower = inhibition) at 10 µM | KCC2 cells, thallium flux FluoZin-2 fluorescence;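 active means thallium flux slope and its plate-corrected score both differing from the plate sample mean at a set confidence after two filtering rounds, in either direction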;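 further: slope of fluorescence scaled to starting intensity during 10 to 20 s after thallium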
TRPML3 agonist: human mucolipin-3 channel agonism. activation, % at 3 µM. HEK293 TRPML3-YFP, Fluo-8 calcium fluorescence; 100% = the carbachol control signal. Q8TDD5. actives 0.29% (n = 220,000);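 active means activation above its plate's cutoff, the mean activation of the plate's test wells plus 3 SD, cut at about 12% in these data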;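 further: 0% = DMSO only wells and 100% = carbachol wells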
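Test system: HEK293 cells stably carrying human TRPML3-YFP; Doses: single dose, 3 µM final nominal compound, 0.3% DMSO final; Schedule: dye loading 1 h 37 °C then 30 min ambient, 125 s read; Technique: Fluo-8 calcium fluorescence; Benchmarks: high control carbachol 87 µM, low control DMSO.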
PPC-1+TRAIL kill: PPC-1 cancer cell killing with TRAIL present; PPC-1 cells + TRAIL, ATPLite viability luminescence; cell killing (% activity), % at 4 µM; actives 0.41% (n = 220,000);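 active means cell killing above 50% in the first pass at 4 µM, then a duplicate retest at 5 µM averaging 50% or more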;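 further: plate controls were cells with TRAIL plus DMSO for no effect and medium-only wells lacking cells for full effect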
Thrombin inh: thrombin (human) inhibition | inhibition, % at 5 µM | AID 1046 | actives 0.26% (n = 220,000) | alpha-thrombin, Boc-VPR-AMC fluorogenic substrate cleavage | P00734;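 active means inhibition at or above 40%; inactive means inhibition below 40%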;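 further: 0% = enzyme with no compound and 100% = wells without enzyme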
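Material: Human alpha-thrombin protein | Buffer or medium: pH 7.5 Tris-saline with Tween 20 | Reagent: Boc-VPR-AMC substrate, 15 µM final | Schedule: Reaction at ambient temperature | Detection: AMC fluorescence at 355 nm excitation and 460 nm emission | Evaluation: Percent inhibition scaled between no-compound controls and no-enzyme blanks | Controls: no-compound enzyme wells and no-enzyme blanks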
EBV gp42 block: EBV gp42 inhibition. Q1HVG2. Fluorescence polarization binding assay, mP read-out. inhibition, % (tested at 21.74 µM). actives 0.42% (n = 220,000). AID 1085; in the data active means inhibition above about 50%
Target sequence (Q1HVG2 whole entry, looked up): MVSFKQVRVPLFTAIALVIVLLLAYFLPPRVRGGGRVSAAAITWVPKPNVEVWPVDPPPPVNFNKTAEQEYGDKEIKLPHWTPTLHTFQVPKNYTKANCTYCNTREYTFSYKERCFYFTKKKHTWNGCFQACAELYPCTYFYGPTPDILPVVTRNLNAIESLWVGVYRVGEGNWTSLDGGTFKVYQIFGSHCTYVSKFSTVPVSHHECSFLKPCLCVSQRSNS
Tb hexokinase: blocks Trypanosoma brucei hexokinase 1 activity. actives 0.11% (n = 220,000). inhibition, % at 10 µM. recombinant TbHK1, G6PDH-coupled NADH A340;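 active means inhibition of 50% or more in the single-dose primary screen; inactive means inhibition below 50%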
zfTRPN1 agonist: agonists of zebrafish TRPN1 channel. HEK293 zebrafish TRPN1-YFP, Fluo-8 calcium fluorescence; 100% = response to 87 µM carbachol. activation, % at 3 µM. actives 0.18% (n = 220,000);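 active means activation above its plate's cutoff, the mean activation of test wells on that plate plus 3 SD, cut at about 19% in these data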;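 further: 0% = DMSO alone and 100% = 87 µM carbachol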
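Material – zebrafish TRPN1-YFP in HEK293 cells · Doses – 3 µM single point · Schedule – dye 1 h 37 °C plus 30 min RT · Signal – Fluo-8 calcium fluorescence, excitation 470-495 nm, emission 515-575 nm · Read-out – % activation versus carbachol response · Control set – carbachol high, DMSO low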
* = called active by the depositor; x = not tested or not shown; [ ] = remark or other dose. An unsorted share of the library. About 3.6% of those tested had a hit in this group.

SMILES | m-calpain inh | Furin inh | KCC2 mod | TRPML3 agonist | PPC-1+TRAIL kill | Thrombin inh | EBV gp42 block | Tb hexokinase | zfTRPN1 agonist
Cc1sc(NC(=O)CN(Cc2ccc(F)cc2)C(=O)C(C)(C)C)c(C(N)=O)c1C | -21 | -18 | -1.3 | 0.7 | 26 | 8 | -4 | -8 | 0.5
O=C1c2ccccc2C(Nc2ccc(-c3nc4ccccc4[nH]3)cc2)N1Cc1ccco1 (stereo not drawn) | -105 | -63 | -0.83 | -0.3 | 16 | -5 | -12 | -25 | -0.6
Cc1cc(C)c2oc(=O)cc(CN3CCN(Cc4ccc5c(c4)OCO5)CC3)c2c1 | 9 | -11 | x | 0.4 | -1 | -2 | -8 | 11 | -0.1
CSc1n[nH]c(NCc2ccccc2)n1 | 4 | -22[20 µM] | 0.95 | 0.3 | -6 | -14 | -3 | 7 | -0.2
COc1cccc(C(c2sc3nc(C)nn3c2O)N2CCN(c3ccccc3F)CC2)c1 (stereo not drawn) | -15 | -10 | -0.048 | -0.2 | 9 | -4 | 5 | -2 | -0.1
COc1ccc(C2CC3(O)NC(=O)C(C#N)(C3C)C2(C#N)C#N)cc1 (stereo not drawn) | -139 | -6 | 0.76 | 0.8 | 5 | -3 | -4 | -10 | 1.5
O=C1c2ccccc2-c2onc3ccc(NCCCn4ccnc4)c1c23 | 23 | 4[20 µM] | -1 | -0.6 | 12 | -1 | -41 | -18 | -1.0
Cn1c(Cl)c(/C=N/OC(=O)C2CC2)c2ccccc21 | 19 | -19 | -0.4 | 0.1 | -11 | -4 | -5 | -2 | -1.4
COc1ccc(NC(=O)COC(=O)c2cc(OC)c(OC)c(OC)c2)c([N+](=O)[O-])c1 | -4 | -16 | 1.1 | 0.7 | -4 | -3 | -5 | -9 | 0.8
O=C(Nc1ccc2c(c1)oc1ccccc12)N1CCOCC1 | 16 | -29 | x | 0.2 | 18 | 3 | -5 | 2 | 2.9
CCN1CC(CN(C)Cc2nc(-c3cccs3)no2)CC1=O (stereo not drawn) | -6 | -12 | 0.41 | 0.8 | 17 | -1 | -10 | -11 | 0.5
CCN1CCN(Cc2nc3c(c(=O)n(C)c(=O)n3C)n2C(C)C(C)=O)CC1 (stereo not drawn) | -4 | -13 | x | 0.5 | 6 | 6 | -16 | 7 | 0.9
COC(=O)c1ccccc1S(=O)(=O)N1Cc2cc([N+](=O)[O-])ccc2Oc2ccccc21 | -14 | -20[20 µM] | -0.091 | 0.2 | 15 | -5 | -6 | -9 | -1.3
O=C(O)CN1CCNCC1 | -9 | -12 | x | 0.6 | 12 | -3 | -9 | 2 | 0.1
Cc1ccccc1Cc1c(C)nc2c(C(=O)N3CCN(Cc4ccc5c(c4)OCO5)CC3)cnn2c1C | x | -23[20 µM] | -1.2 | -0.3 | x | x | x | -11 | -0.3
COc1ccc(CC(=O)N2CCN(c3ccccn3)CC2)cc1 | 9 | -14[20 µM] | 1.2 | 0.9 | -2 | -3 | 3 | -2 | -0.7
CC(C)COC(=O)c1ccc2c(c1O)C(=O)c1ccccc1C2=O | -12 | -18[20 µM] | x | 0.6 | 36 | -3 | 3 | 2 | 0.0
COc1ccc(CCNC(=O)CCCn2nc(C)c([N+](=O)[O-])c2C)cc1OC | -16 | -14 | -0.58 | 0.8 | 22 | -7 | -1 | -3 | 1.1
Cc1sc2ncnc(SCC(=O)NNC(=O)COc3cccc4ccccc34)c2c1C | 39 | -17[20 µM] | x | 0.6 | 2 | 5 | -16 | 8 | 0.1
Cc1c(Br)cc(C(=O)OC2CCN(C)CC2)c(C)c1C | 23 | -6[20 µM] | -1.8 | 0.5 | -11 | -1 | -21 | 3 | 0.7
COc1cc(/C=N/n2c(C)n[nH]c2=S)ccc1OCc1ccccc1 | 25 | -5 | 0.9 | -0.6 | 14 | -19 | -5 | 28 | -2.1
COc1ccc(CN2C(=O)CN=C2Nc2cccc(C)c2C)cc1 | 4 | -19 | 0.5 | -1.9 | 7 | 5 | -20 | -5 | -1.4
COc1ccc(C2C3=C(CCCC3=O)NC3=C2C(=O)c2ccccc23)cc1 (stereo not drawn) | -8 | -11 | -0.093 | -1.8 | 18 | 3 | -2 | -17 | -2.6
Cc1cccc(-c2noc(CCCC(=O)N3CCOCC3)n2)c1 | 11 | -9[20 µM] | 0.51 | 1.3 | 17 | -2 | -10 | -6 | 0.5
CCOC(=O)c1c(-c2ccccc2)oc2ccc(O)c(CN(C)C)c12 | -3 | 1[20 µM] | -0.58 | 0.8 | -2 | -5 | 12 | -1 | -0.5

(more compounds)
SMILES | m-calpain inh | Furin inh | KCC2 mod | TRPML3 agonist | PPC-1+TRAIL kill | Thrombin inh | EBV gp42 block | Tb hexokinase | zfTRPN1 agonist
COc1ccc(Br)cc1/C=N/NC(=O)c1ccc(COc2ccc3c(c2)CCC3)o1 | -90 | -19[20 µM] | 0.65 | 0.3 | -1 | 2 | -17 | -8 | 2.8
CC(=O)N1CCN(c2ccc(NCc3ccc(F)cc3)cc2)CC1 | -12 | -14 | 0.021 | 0.2 | -5 | -3 | -9 | -11 | 0.3
CC(Nc1c([N+](=O)[O-])c(=O)oc2ccccc12)c1ccccc1 (stereo not drawn) | -4 | -17 | -4.1 | -1.0 | 12 | 3 | -12 | -21 | -0.1
Cc1ccc(C(=O)OCC(=O)N2CCC(Cc3ccccc3)CC2)cc1N | -12 | -21 | -2.8 | 0.5 | 21 | -2 | -3 | 3 | 1.2
O=C(CSc1nnc(-c2cccs2)n1-c1ccccc1)N1CCOCC1 | -15 | -13[20 µM] | 0.51 | -0.3 | -12 | -2 | -4 | -1 | 0.3
CCn1c(SCC(=O)NCc2ccc3c(c2)OCO3)nnc1-c1cccs1 | 39 | -23[20 µM] | x | -0.1 | 24 | -4 | -12 | 1 | -0.6
CCC(C)NCCOCCOc1cc(C)c(Cl)c(C)c1 (stereo not drawn) | 10 | -3 | 0.38 | 0.4 | -4 | -7 | 0 | 14 | -0.4
O=C(N/N=C/c1cccc(NC(=O)c2ccc(Cl)cc2)c1)c1cccc(O)c1 | -14 | -21 | -0.011 | 0.4 | 39 | -3 | 1 | -6 | 0.6
CCCCOc1c(Cl)cc(CNC(C)(C)CO)cc1OCC | -9 | -8[20 µM] | 0.098 | 0.1 | 20 | 1 | -15 | 4 | 0.0
Cn1c(=O)c2c(ncn2CC(=O)N/N=C/c2c[nH]c3ccccc23)n(C)c1=O | 22 | -21 | 0.043 | 0.3 | 21 | -5 | -4 | -13 | -0.5
CCOC(=O)C1=NNC2(c3ccc(Cl)cc3)C(=O)N(c3ccc(C)cc3)C(=O)C12 (stereo not drawn) | -14 | -17 | 0.15 | -0.8 | -8 | -14 | 13 | 0 | -0.8
Cc1nc2ccccc2c(=O)n1Nc1cccc(Cl)c1 | 14 | -17 | 0.064 | 2.9 | 18 | -5 | 0 | -5 | 0.6
COc1ccc(-c2noc(Cc3ccccc3OC)n2)cc1 | -1 | -12 | -1.2 | -0.8 | 13 | -2 | 0 | 2 | -1.3
Cc1ccc(-n2c(-c3cnccn3)n[nH]c2=S)c(Br)c1 | -20 | -27 | x | 0.8 | -4 | -13 | -20 | -13 | 1.2
O=c1[nH]nc(SCc2nnc(-c3ccc([N+](=O)[O-])cc3)o2)n1C1CCCCC1 | 10 | -15 | -0.43 | 0.6 | -17 | 44* | 15 | -12 | 1.4
O=C(CSC1=NC(=O)C(Cc2ccccc2)C(=O)N1)Nc1ncc(Br)cc1Br (stereo not drawn) | -15 | -9 | 0.2 | -0.1 | 10 | -15 | -8 | -3 | -0.5
COCCNC(=S)N=Nc1c(O)[nH]c2c(C)cc(C)cc12 | 9 | -22 | 2.7 | 0.6 | 6 | 1 | -14 | -6 | 0.7
O=C(NCCc1ccccc1)C1CCCN1S(=O)(=O)c1ccccc1 (stereo not drawn) | 3 | -7 | 0.049 | -0.1 | 5 | -2 | -4 | -3 | 1.4
COc1cc(CN2CCN(Cc3ccc([N+](=O)[O-])cc3)CC2)c([N+](=O)[O-])cc1OC | -23 | -14 | -0.39 | 2.0 | -1 | -5 | 6 | -7 | 3.9
Cc1ccc2c(c1)NC(=O)C(CC(=O)NC1CCCCC1C)O2 (stereo not drawn) | 14 | -19 | -0.17 | 0.6 | 9 | 1 | -11 | -3 | 1.0
O=C(N/C(=C/C=C/c1ccccc1)C(=O)N1CCOCC1)c1ccccc1Br | -3 | 0 | -0.69 | 0.3 | 32 | 3 | 12 | -33 | 0.7
O=C1C=CC(=O)N1c1ccc(OC(F)F)cc1 | -10 | -10 | 0.12 | 0.7 | 2 | -6 | -17 | -1 | -0.2
CCOc1cc(C(=O)NCCCn2ccnc2)cc(OCC)c1OCC | 4 | -3 | -0.17 | 0.8 | 11 | -13 | -16 | 18 | 2.1
COc1ccc(OCc2nnc3n2N=C(c2ccc(C)cc2)CS3)cc1 | 10 | -20 | x | -0.2 | 2 | 1 | -7 | 0 | 1.0
CN(C)CCNCCCOc1ccccc1-c1ccccc1 | -19 | -12 | -0.4 | 0.5 | 8 | -5 | -11 | 1 | 1.7

Entries of single compounds as entered above.
`CCCCOc1c(Cl)cc(CNC(C)(C)CO)cc1OCC` in the list: m-calpain inh: -9; Furin inh: -8[20 µM]; KCC2 mod: 0.098; TRPML3 agonist: 0.1; PPC-1+TRAIL kill: 20; Thrombin inh: 1; EBV gp42 block: -15; Tb hexokinase: 4; zfTRPN1 agonist: 0.0
`COc1ccc(NC(=O)COC(=O)c2cc(OC)c(OC)c(OC)c2)c([N+](=O)[O-])c1` in the list: m-calpain inh: -4; Furin inh: -16; KCC2 mod: 1.1; TRPML3 agonist: 0.7; PPC-1+TRAIL kill: -4; Thrombin inh: -3; EBV gp42 block: -5; Tb hexokinase: -9; zfTRPN1 agonist: 0.8
`O=C(N/N=C/c1cccc(NC(=O)c2ccc(Cl)cc2)c1)c1cccc(O)c1` in the list: m-calpain inh: -14; Furin inh: -21; KCC2 mod: -0.011; TRPML3 agonist: 0.4; PPC-1+TRAIL kill: 39; Thrombin inh: -3; EBV gp42 block: 1; Tb hexokinase: -6; zfTRPN1 agonist: 0.6

The list continues.
SMILES | m-calpain inh | Furin inh | KCC2 mod | TRPML3 agonist | PPC-1+TRAIL kill | Thrombin inh | EBV gp42 block | Tb hexokinase | zfTRPN1 agonist
O=C(c1cc(-c2ccncc2)nc2ccc(Br)cc12)N1CCN(Cc2ccc3c(c2)OCO3)CC1 | -71 | -21 | -0.31 | 1.0 | 28 | 2 | -8 | -8 | 2.1
O=C(CSc1ncnc2scc(-c3ccccc3)c12)NC1CCS(=O)(=O)C1 (stereo not drawn) | 1 | -23 | -0.75 | 0.7 | -36 | 2 | -5 | -4 | 0.9
COc1ccc(C(=O)Nc2cccc(C)c2)cc1S(=O)(=O)N1CCOCC1 | -10 | -11[20 µM] | -0.12 | 0.6 | 15 | -6 | -5 | -7 | 0.1
CC1=NN(Cc2ccccc2)C(=O)C1C(c1ccncc1)C(C#N)C#N (stereo not drawn) | 9 | -17 | x | -0.2 | 4 | 1 | -6 | -4 | 1.1
Cc1cc(C)c2c(N)c(-c3nnc(SCc4ccc(Cl)cc4)n3C)sc2n1 | -53 | -12 | 0.71 | 0.7 | 6 | -3 | -12 | -17 | 0.1
CCN(CC)CCCNC(=O)CSc1c2c(nc3cc(Cl)ccc13)CCCC2 | 10 | -9 | 0.049 | 1.1 | 19 | -8 | -17 | -2 | -0.6

Compound activity (PubChem)
